AMA1 RON2 block = qHTS for Inhibitors of AMA1-RON; Towards Development of Antimalarial Drug Lead: Primary Screen; AlphaScreen AMA1-biotinylated RON2 peptide binding; Potency, µM (series often up to 58.2 µM), inactives show at the top dose activity change, negative = inhibition, hits mostly inhibitors; 360,000 compounds, 0.2% hits;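 further: potency means the concentration at half of the fitted maximal effect; 0% = vehicle wells and -100% = peptide control; nearly all actives have a fitted effect of over 45% in size; some results filed as inactive show a strong effect at the top dose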
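AMA1 (3D7) with his tag at 25 nM final met compounds first, then biotinylated RON2 peptide at 25 nM; detection used donor plus acceptor beads, 10 µg/mL apiece, read by AlphaScreen after 30 min at room temperature.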
Sm TGR block = qHTS Assay for the Inhibitors of Schistosoma Mansoni Peroxiredoxins; Schistosoma mansoni thioredoxin glutathione reductase (TGR), Q962Y6; purified TGR, DTNB reduction, TNB absorbance 405 nm; Potency, µM (highest dose often 114 µM), without a hit: at the top dose activity change, negative = inhibition, usual class: inhibitors; 360,000 compounds, 3% hits; AID 485364, 2010; further: potency means the concentration at half of the fitted maximal effect; nearly all actives have a fitted effect of over 60% in size
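First, TGR (20 nM dispensed) and NADPH were mixed with compound. Second, a 15 min room-temperature incubation followed. Third, further NADPH and then DTNB were added to start the reaction. Finally, TNB absorbance was monitored kinetically.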
AmpC inh detg = qHTS Inhibitors of AmpC Beta-Lactamase (assay with detergent); 370,000 compounds, 0.041% hits; AmpC hydrolysis of nitrocefin, absorbance 480 nm, 0.01% Triton; P00811; Potency, µM (highest dose often 114 µM), for the others: at the highest dose activity change, negative = inhibition, hits mostly inhibitors;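 further: potency means the concentration at half of the fitted maximal effect; 0% = no-compound wells and -100% = no-enzyme wells; nearly all actives have a fitted effect of over 25% in size; some results filed as inactive show a strong effect at the top dose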
Target sequence (P00811 whole entry, looked up): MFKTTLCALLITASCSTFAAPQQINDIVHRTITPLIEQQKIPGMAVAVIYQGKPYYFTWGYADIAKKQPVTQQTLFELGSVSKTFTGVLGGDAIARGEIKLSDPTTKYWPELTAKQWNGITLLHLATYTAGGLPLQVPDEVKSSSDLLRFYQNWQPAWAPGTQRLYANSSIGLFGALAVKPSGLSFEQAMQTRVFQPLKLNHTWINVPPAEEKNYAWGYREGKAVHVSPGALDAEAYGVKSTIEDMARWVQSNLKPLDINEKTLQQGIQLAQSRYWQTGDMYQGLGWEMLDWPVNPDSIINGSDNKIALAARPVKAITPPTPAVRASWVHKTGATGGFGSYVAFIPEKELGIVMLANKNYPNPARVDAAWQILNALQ
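20 mM phosphate pH 7.0 + 0.01% (detergent screen) or 0.0001% Triton X-100; 5.3 nM AmpC reagent; cpd preinc 15 min RT; nitrocefin (800 uM stock) to start; A480 q20 s × 4 min; Activity was normalised to no-enzyme and no-compound control wells.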
HCMV inh = qHTS Assay for inhibitors of the human cytomegalovirus (HCMV) | 410,000 compounds, 4.5% hits | HFF cells, HCMV-luciferase reporter, 72 h; hits give low values | activity change, negative = inhibition, % at 57.5 µM | AID 1259415, 2018; in the data active means activity change below about -60%; inconclusive means no clear call, values can overlap the other calls; inactive means above about -39%
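Compounds were evaluated in HFFs infected with an HCMV luciferase reporter virus (MOI 1 PFU/cell). Luciferase in lysates collected 72 h post infection served as the replication measure.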
Giardia FBPA inh = qHTS Assay for Inhibitors of Fructose-1,6-bisphosphate Aldolase from Giardia Lamblia. Potency, µM (doses to about 59.6 µM), without a hit: top-dose activity, negative = inhibition, actives largely listed as inhibitors. A8B2U2. AID 2451, 2010. purified Giardia FBPA. 290,000 compounds, 0.71% hits; further: potency means the concentration at half of the fitted maximal effect; nearly all actives have a fitted effect of over 55% in size
Target sequence (A8B2U2 whole entry, looked up): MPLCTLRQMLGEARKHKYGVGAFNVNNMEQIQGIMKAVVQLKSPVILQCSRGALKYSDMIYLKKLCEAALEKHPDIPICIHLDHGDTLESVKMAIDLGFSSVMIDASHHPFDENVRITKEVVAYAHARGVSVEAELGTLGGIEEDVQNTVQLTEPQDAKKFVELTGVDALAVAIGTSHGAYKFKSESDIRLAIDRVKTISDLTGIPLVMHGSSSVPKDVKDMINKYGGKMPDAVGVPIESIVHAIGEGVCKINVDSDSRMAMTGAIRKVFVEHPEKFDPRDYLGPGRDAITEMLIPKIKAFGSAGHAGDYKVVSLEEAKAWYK
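Giardia FBPA (40 nM reagent) was preincubated 10 min at RT with compound (up to 57.5 uM final), then substrate plus GAPDH/TPI/NAD/arsenate coupling system with diaphorase/resazurin was added; resorufin fluorescence (525/598 nm) was read after 20 min.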
HCV inh = qHTS Assay for Inhibitors of Hepatitis C Virus (HCV). Huh7.5.1 HCVcc-Cre infection, luciferase reporter, 44 h. Potency, µM (series often up to 41.8 µM), for the others: top-dose activity change, negative = inhibition, most hits filed as inhibitors. 340,000 compounds, 3.4% hits; further: potency means the concentration at half of the fitted maximal effect
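Cells seeded at 1,000/well and cultured 4 h, then compounds added followed by HCVcc-Cre virus (~0.5 moi). After 44 h further culture, luciferase substrate was added, plates held 15 min at room temperature, and luminescence read for 15 sec.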
Numbers without * were called inactive; ? = inconclusive; nt = not tested or not shown; + = active, no number; [ ] = another dose, or the depositor's remark. Unless noted, the call rests on the fitted dose curve; in most records, active means well fitted curve in the direction sought with a large enough effect; inconclusive means small, poorly fitted or top-dose-only effect, or another doubt; inactive means no such curve, though single readings can be large; an effect the other way counts as inactive or inconclusive. Unless noted, on the % scale 0 is the no-effect control and ±100 the full control effect. Compounds were not picked by outcome. About 9.3% of those tested had a hit in this group.

SMILES | AMA1 RON2 block | Sm TGR block | AmpC inh detg | HCMV inh | Giardia FBPA inh | HCV inh
O=C(CS(=O)(=O)Nc1ccc(F)cc1Cl)Nc1ccc(F)cc1Cl | -6.3% | 8.1% | 8.2% | nt | 2.6% | -15.2%
Clc1cccc(N2CCN(Cc3nnc(-c4ccccc4)o3)CC2)c1 | -2.0% | -0.2% | 5.2% | 26.0 | 0.2% | -0.6%
O=C(Nn1cnc2ccccc2c1=O)c1ccc([N+](=O)[O-])cc1 | 7.4% | 2.8% | 2.3% | -7.3 | 7.6% | 7.5%
Cc1nc(N2CCN(S(=O)(=O)c3ccccc3C#N)CC2)c2c(-c3ccccc3)csc2n1 | 1.5% | -0.7% | -14.0% | -73.8* | nt | 8.91µM*
O=C(CCSc1ccc(Cl)cc1)N1CCN(c2ccc(O)cc2)CC1 | -18.1% | ? | 2.7% | ? | -6.6% | ?
Cc1ccc(/C=N/NC(=O)c2nnn(-c3nonc3N)c2-c2cccs2)cc1 | -3.6% | -21.5% | -0.8% | ? | -11.6% | -11.0%
CCCCCCCC(=O)OCC(COC(=O)CCCCCCC)OC(=O)CCCCCCC | 11.9% | -25.0% | 4.1% | 1.2 | nt | -2.9%
Cc1[nH]c(=S)c(C#N)c(C)c1CCC#N | 93.7%[activator] | -22.5% | 4.4% | -17.5 | ? | ?
CCCn1cc(C(=O)N(C)C2CCCN(Cc3ccccc3F)C2)c(C)n1 (stereo not given) | 7.3% | -1.3% | 2.3% | ? | nt | 8.1%
CCCCOC(=O)c1ccc(NC(=S)N2CCN(c3ncc4c(=O)c(C(=O)O)cn(CC)c4n3)CC2)cc1 | 9.0% | 5.9% | 2.8% | 18.6 | 12.1% | -9.5%
C/C(=N\Nc1nc2ccccc2[nH]1)c1ccc(Cl)s1 | 4.6% | -13.7% | 0.7% | 42.0 | -6.1% | ?
Cc1ccccc1Cn1nnc2c(=O)[nH]c(C3CCCN(C(=O)c4ccc(F)cc4)C3)nc21 (stereo not given) | nt | -2.2% | 14.9% | 16.0 | nt | nt
Cc1ccc(S(=O)(=O)NC(CC(C)C)C(=O)N2CCOCCOCCOCCOCC2)cc1 (stereo not given) | -9.8% | -5.7% | -0.4% | -2.6 | 9.1% | 11.1%
CC(C)(C)c1cc(C(=S)N2CCN(CCO)CC2)cc(C(C)(C)C)c1O | -7.3% | 0.0% | -8.5% | -9.4 | 9.98µM* | -19.5%
COc1ccc(Cc2nnc(SCc3nc4ccccc4c(=O)[nH]3)o2)cc1 | 6.2% | 1.0% | 2.1% | 13.2 | -0.7% | 9.2%
CCC(C)C(=O)Nc1nc(-c2ccc3c(c2)NC(=O)CO3)cs1 (stereo not given) | 1.1% | -13.2% | 0.0% | 65.7 | -18.1% | ?
COc1cccc(C2CC3C(=O)C=CC2N3Cc2ccccc2)c1 (stereo not given) | -11.4% | -25.7% | 4.5% | -96.9* | -1.9% | 10.3%
COc1cccc(-c2nc(CS(=O)(=O)CC(=O)N3CCc4ccccc4C3)c(C)o2)c1 | -1.2% | ? | -19.1% | -13.2 | ? | ?
Cc1nc2c(-c3ccc(F)cc3)c(C)nn2c(C)c1CCC(=O)NCc1ccc(Cl)cc1 | nt | 4.6% | 16.7% | -3.4 | nt | nt
NS(=O)(=O)c1ccc2c(c1)C1C=CCC1C(C1CC=CCC1)N2 (stereo not given) | -25.0% | ? | ? | -12.8 | ? | ?
CC(C)Nc1nc(NC(C)C)nc(N(C)N)n1 | -0.9% | 7.4% | -0.3% | 13.6 | 9.1% | 5.62µM*
CCc1ccc2[nH]c3nc(SCc4nnc(-c5ccc(C)cc5)o4)nnc3c2c1 | -14.2% | 6.1% | ? | -37.5 | 2.3% | 8.9%
CC(=O)Nc1ccc(NC(=O)Nc2ccc(C)c(C)c2)cc1 | -3.0% | nt | 6.5% | -12.5 | 1.8% | -14.4%
COC(=O)c1cc(-c2ccc(OC)c(OC)c2)on1 | 0.0% | -3.3% | -4.7% | 11.7 | -2.6% | 2.4%
COc1ccc(OCC(=O)OC2CCN(C)CC2)cc1 | 6.2% | -30.9% | -5.7% | 28.0 | -0.3% | 3.8%

The closing three compounds of the section before come first, to join the parts.
SMILES | AMA1 RON2 block | Sm TGR block | AmpC inh detg | HCMV inh | Giardia FBPA inh | HCV inh
CC(=O)Nc1ccc(NC(=O)Nc2ccc(C)c(C)c2)cc1 | -3.0% | nt | 6.5% | -12.5 | 1.8% | -14.4%
COC(=O)c1cc(-c2ccc(OC)c(OC)c2)on1 | 0.0% | -3.3% | -4.7% | 11.7 | -2.6% | 2.4%
COc1ccc(OCC(=O)OC2CCN(C)CC2)cc1 | 6.2% | -30.9% | -5.7% | 28.0 | -0.3% | 3.8%
CC(C)CC(=O)NC(=S)Nc1sc2c(c1C(N)=O)CCC2 | -6.6% | nt | 0.1% | 41.8 | -11.3% | -24.4%
CC(=O)Nc1ccc(CN2CCC(n3nccc3NC(=O)CCc3ccccc3)CC2)cc1 | -4.9% | -9.6% | -13.3% | -19.9 | nt | -11.5%
CC1(C)C(=O)Nc2ccccc2N1C(=O)COC(=O)c1cc(S(C)(=O)=O)ccc1Cl | 12.4% | -4.9% | 0.0% | 5.0 | nt | -12.4%
Cc1ccccc1OCC(=O)Nc1ccc2c(c1)COC2=O | -26.4% | 12.1% | 6.1% | 9.6 | 0.0% | 0.9%
CN1CCN(c2nc(-c3ccccc3O)nc3ccccc23)CC1 | 4.3% | -12.7% | -5.2% | 108.9 | 13.3% | ?
CCO[C@@H]1OC(C(=O)NC2CC2)=C[C@H](C2CC2)[C@H]1CCCO | 0.2% | 10.8% | -0.4% | 13.6 | 7.1% | 17.0%
CCCN(CCC)CCCNC(=O)Cn1ncc2c3ccccc3n(Cc3ccc(F)cc3)c2c1=O | nt | -4.9% | 14.7% | -0.4 | nt | nt
COc1ccc(-n2nnnc2SCC(=O)Nc2ccccc2N2CCOCC2)cc1OC | 7.4% | ? | -0.1% | -34.5 | 23.5% | -0.9%
Cc1nc(N2CCN(C(=O)c3ccco3)CC2)c2oc3ccccc3c2n1 | -2.2% | ? | -15.0% | 19.9 | -2.0% | ?
Cc1ccc(C2(C)NC(=O)N(CC(=O)NNC(=O)c3ccccc3)C2=O)cc1 (stereo not given) | 49.5%[activator] | -1.1% | -4.6% | -2.5 | nt | 12.0%
COc1ccc(-c2ncccc2O)cc1 | 1.7% | -61.0% | 3.5% | -14.5 | 0.1% | 18.2%
COc1ccccc1CNC(=O)C1CCN(S(=O)(=O)c2ccc3c(c2)CC(C)N3C(C)=O)CC1 (stereo not given) | 6.8% | -14.6% | ? | -21.6 | 3.6% | -9.9%
CC1(c2ccc3ccccc3c2)CCC(=O)O1 (stereo not given) | 6.1% | nt | nt | -10.8 | nt | 34.7%[activator]
O=C(Cc1nc(=O)c2ccccc2s1)Nc1ccccc1 | 14.4% | -31.3% | 3.9% | -105.6* | 6.9% | -2.1%
Cc1noc(C)c1S(=O)(=O)Nc1ccc(C(=O)NCc2ccccc2)cc1 | 2.1% | -2.0% | -5.1% | 24.2 | 17.4% | 31.5%[activator]
CC1(C)CC(=O)CC2(C1)NCC(c1ccccc1Cl)c1c2[nH]c2ccccc12 (stereo not given) | ? | 2.2% | 7.9% | -5.3 | -7.6% | ?
CCC[N+]1(CC#CCC(c2ccccc2)c2ccccc2)CCCCC1 | 0.8% | 7.0% | -7.0% | -21.7 | 3.5% | ?
CC1=C(C(=O)OCc2ccc3c(c2)OCO3)C(c2cccc([N+](=O)[O-])c2)NC(=O)N1 (stereo not given) | -4.5% | -0.1% | -4.4% | -80.7* | 0.9% | 11.2µM*
COc1cccc(/C=N/n2c(C3CCCCC3)n[nH]c2=S)c1 | 91.6%[activator] | -3.6% | -9.1% | -29.7 | 11.0% | -17.3%
COc1ccccc1NS(=O)(=O)c1cccc(C(=O)N2CCCCCCC2)c1 | 13.1% | -0.6% | -0.9% | -19.9 | nt | -1.9%
CCCCOC(=O)c1ccc(N2C(=O)CC(N3CCN(C/C=C/c4ccccc4)CC3)C2=O)cc1 (stereo not given) | -8.5% | -10.1% | -16.4% | -27.0 | 3.8% | 12.9%
C[C@H](NC(=O)c1ccccc1)C(=O)N1CCN(c2ccccc2)CC1 | 0.7% | 8.2% | -1.2% | -39.3 | 2.2% | 2.2%
C/C=C/C(=O)NCCc1ccc(OC)c(OC)c1 | 1.9% | 7.9% | 4.8% | 9.9 | 2.1% | 3.6%
Cc1cc(OC(C)C(=O)NCc2ccncc2)c2c(C)c(C)c(=O)oc2c1 (stereo not given) | 10.8% | -17.0% | -13.5% | 0.9 | 4.1% | ?
COc1ccc(CN2CCCC(C(=O)c3ccc(Cl)cc3)C2)cc1Cn1cncn1 (stereo not given) | 0.9% | 1.9% | 4.2% | -29.8 | 5.5% | ?

Two entries picked at random from the list so far, as already listed:
SMILES | AMA1 RON2 block | Sm TGR block | AmpC inh detg | HCMV inh | Giardia FBPA inh | HCV inh
COc1ccc(CN2CCCC(C(=O)c3ccc(Cl)cc3)C2)cc1Cn1cncn1 (stereo not given) | 0.9% | 1.9% | 4.2% | -29.8 | 5.5% | ?
Cc1ccc(C2(C)NC(=O)N(CC(=O)NNC(=O)c3ccccc3)C2=O)cc1 (stereo not given) | 49.5%[activator] | -1.1% | -4.6% | -2.5 | nt | 12.0%

Additional entries:
SMILES | AMA1 RON2 block | Sm TGR block | AmpC inh detg | HCMV inh | Giardia FBPA inh | HCV inh
COC(=O)C(NC(=O)CCc1nnc2ccc(N3CCCCC3)nn12)C(C)C (stereo not given) | -2.9% | 15.6% | ? | 42.9 | 19.1% | 11.1%
NS(=O)(=O)c1cc(C(=O)OCC(=O)Nc2ccc3[nH]c(=O)[nH]c3c2)ccc1Cl | 2.3% | -16.5% | -5.2% | -15.4 | nt | 8.7%
COc1ccc(OC)c2sc(N(Cc3cccnc3)C(=O)c3ccco3)nc12 | nt | -8.6% | 4.4% | + | nt | nt
O=C(NCc1ccncc1)C1CCCN(S(=O)(=O)c2ccc(Br)cc2)C1 (stereo not given) | 4.6% | 1.4% | -11.0% | ? | -7.1% | 1.1%
CC(C)c1ccc(NC(=O)c2cc(S(=O)(=O)NCc3ccccc3Cl)ccc2F)cc1 | nt | 0.3% | 14.0% | -81.6* | nt | nt
Clc1ccccc1Cc1noc(CN2CCSCC2)n1 | -2.8% | 1.6%[57.1 µM] | -6.0% | -25.1 | -1.6% | 13.9%
Cc1ccccc1NC(=O)Cc1nc(COC(=O)Cc2ccccc2F)cs1 | 9.3% | 3.6% | -4.8% | -25.4 | nt | -11.8%
CCOC(=O)c1ccc(N2C(=O)c3n[nH]c(C)c3C2c2ccc(O)c(OC)c2)cc1 (stereo not given) | nt | 11.2µM* | 0.5% | -24.9 | nt | nt
CCS(=O)(=O)N1CCC2(CC1)OCCN2S(=O)(=O)c1ccc(C)cc1 | 16.9% | -7.8% | 0.1% | -32.3 | nt | 35.7%[activator]
Cc1csc(NC(=O)CSc2nc(C)nc3c2c(=O)n(C)c(=O)n3C)n1 | -0.9% | -3.1% | ? | 36.8 | 7.3% | -14.6%
